From PubChem
BL2 CD40 inh: inhibitors of CD40-induced NF-kB signaling, primary screen, BL2 cells, luciferase reporter, single point. CD40L-induced, 4 h. inhibition, % at 10 µM. hit rate 0.94% among 83,000. AID 1053188, 2014;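 active means mean inhibition of at least 50% with a set share of replicates also reaching that level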;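 further: 0% = neutral control wells and 100% = IKK inhibitor VII at 50 µM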
The depositor's hits bear a star; & = joins results of further samples; [ ] = remark or other dose. Only part of the results is shown. The share of hits here may be higher or lower than overall.

CCOC(=O)C1(C)NC(c2ccc(OC)c(OC)c2)C2C(=O)N(c3cccc(C(C)=O)c3)C(=O)C21 (stereo not drawn) was read as BL2 CD40 inh -1.8.
For O=[N+]([O-])c1ccc(NN=C2CCCCC2)c([N+](=O)[O-])c1 the results were BL2 CD40 inh -3.4.
CCCNC(=O)N1[C@@H](C#N)[C@@H](c2ccc(C#Cc3cccc(F)c3)cc2)[C@@H]1CO was read as BL2 CD40 inh 13.1[25 µM].
Screening O=C(Cn1ncc(N2CCOCC2)c(Cl)c1=O)c1ccc(Cl)cc1 returned BL2 CD40 inh -6.9.
For Cc1cccc(-c2ccc([C@H]3[C@@H](CO)N4CCCCN(CCC(F)(F)F)C[C@@H]34)cc2)c1 the results were BL2 CD40 inh 2.2[25 µM].
`CC(=O)N1CCc2cc([N+](=O)[O-])ccc21` gave BL2 CD40 inh -4.5.
`COC(=O)[C@H](CC(C)C)NC(=O)N1CCCCC1` gave BL2 CD40 inh 29.9.
For O=C(C[C@H]1C[C@@H]2c3cc(NS(=O)(=O)c4ccc(F)cc4)ccc3O[C@@H]2[C@@H](CO)O1)NCCN1CCCCC1 the results were BL2 CD40 inh -16.0[25 µM].
`CCOC(=O)C1CCN(c2c(NCCCN(CC)c3ccccc3)c(=O)c2=O)CC1` gave BL2 CD40 inh 4.7.
O=C(Nc1ccc(N2CCOCC2)cc1)C1CC(=O)N(c2ccccc2)C1 (stereo not drawn) was read as BL2 CD40 inh -2.8.
`COc1ccc(CCNC(=O)CN2C(=O)c3cccc4cccc(c34)C2=O)cc1OC` gave BL2 CD40 inh 0.8.
For CCN(c1ccccc1C)S(=O)(=O)c1cc2c3c(c1)CCN3C(=O)CC2 the results were BL2 CD40 inh 4.4.
Fc1cccc(-c2ccc(C3[C@@H]4CN(Cc5ccccc5F)C[C@H]3N4)cc2)c1 (stereo partly drawn) was read as BL2 CD40 inh -13.5&-21.9[25 µM].
`CCOC(=O)N1CCN(C(=O)c2ccc3c(c2)ncn3C2CCCC2)CC1` gave BL2 CD40 inh -3.7.
`CC1(c2ccccc2)CC(C)(C)N(C(=O)C2CCCO2)c2ccccc21` (stereo not drawn) gave BL2 CD40 inh 6.7.
O=c1[nH]c2ccccc2c(O)c1-[n+]1ccccc1 was read as BL2 CD40 inh 0.4.
`CC(=O)N(CC1CCC1)C[C@H]1N[C@H](CO)[C@@H]1c1ccc(C2=CCCC2)cc1` gave BL2 CD40 inh -6.1[25 µM].
Screening C=CCN(c1ccccc1)S(=O)(=O)c1cccc(C(=O)NC2CCN(Cc3ccccc3)CC2)c1 returned BL2 CD40 inh 9.6.
Screening CCC(=O)N1[C@@H](CO)[C@@H](c2ccccc2)C12CN(C(=O)c1ccncc1)C2 returned BL2 CD40 inh -6.7[25 µM].
Screening CCCCc1ccc(S(=O)(=O)NC(=O)C2(C)CCN2C(=O)CCc2cccs2)cc1 (stereo not drawn) returned BL2 CD40 inh 5.4.
`COCCCNC(=O)Cn1cc2c(n1)CCC(C)C2` (stereo not drawn) gave BL2 CD40 inh 1.8.
For CCOC1(OCC)OC(c2ccccc2)=C(C#N)C(C=Cc2ccccc2)C1(OCC)OCC (stereo not drawn) the results were BL2 CD40 inh 15.0.
For CC(NC(=O)Nn1cnnc1)(C(F)(F)F)C(F)(F)F the results were BL2 CD40 inh 2.6.
For Cc1ccc(S(=O)(=O)N(C)C[C@H]2Oc3ccc(NC(=O)CCC(F)(F)F)cc3C(=O)N([C@H](C)CO)C[C@@H]2C)cc1 the results were BL2 CD40 inh 7.7.
Screening CN1CCN(C(=O)CN(C)S(=O)(=O)c2ccc3ccccc3c2)CC1 returned BL2 CD40 inh 7.8.
For O=C(N[C@H](C(=O)O)c1ccccc1)C1CCC(Cn2nnc3ccccc3c2=O)CC1 (stereo partly drawn) the results were BL2 CD40 inh -0.3.
For CCc1nn(CC(=O)NC(C)CCc2ccccc2)c(=O)c2cc3occc3n12 (stereo not drawn) the results were BL2 CD40 inh 6.8.
For O=C(CN1CCN(Cc2ccccc2)CC1)Nc1ccc(Cl)cn1 the results were BL2 CD40 inh 11.4.
`COCC(=O)N1[C@@H](C#N)[C@@H](c2ccccc2)[C@@H]1CO` gave BL2 CD40 inh -11.7[25 µM].
For CN(C)/C=C/C(=O)C(F)(F)F the results were BL2 CD40 inh 9.4.

In the list so far, nine contain nitrogen in an aromatic ring.
Screening O=C(Cn1ncc(N2CCOCC2)c(Cl)c1=O)c1ccc(Cl)cc1 returned BL2 CD40 inh -6.9.
`CCOC(=O)N1CCN(C(=O)c2ccc3c(c2)ncn3C2CCCC2)CC1` gave BL2 CD40 inh -3.7.
O=c1[nH]c2ccccc2c(O)c1-[n+]1ccccc1 was read as BL2 CD40 inh 0.4.
Screening CCC(=O)N1[C@@H](CO)[C@@H](c2ccccc2)C12CN(C(=O)c1ccncc1)C2 returned BL2 CD40 inh -6.7[25 µM].
`COCCCNC(=O)Cn1cc2c(n1)CCC(C)C2` (stereo not drawn) gave BL2 CD40 inh 1.8.
For CC(NC(=O)Nn1cnnc1)(C(F)(F)F)C(F)(F)F the results were BL2 CD40 inh 2.6.
For O=C(N[C@H](C(=O)O)c1ccccc1)C1CCC(Cn2nnc3ccccc3c2=O)CC1 (stereo partly drawn) the results were BL2 CD40 inh -0.3.
For CCc1nn(CC(=O)NC(C)CCc2ccccc2)c(=O)c2cc3occc3n12 (stereo not drawn) the results were BL2 CD40 inh 6.8.
For O=C(CN1CCN(Cc2ccccc2)CC1)Nc1ccc(Cl)cn1 the results were BL2 CD40 inh 11.4.

Back to the main list; the three compounds before the break are reprinted first.
For O=C(CN1CCN(Cc2ccccc2)CC1)Nc1ccc(Cl)cn1 the results were BL2 CD40 inh 11.4.
`COCC(=O)N1[C@@H](C#N)[C@@H](c2ccccc2)[C@@H]1CO` gave BL2 CD40 inh -11.7[25 µM].
For CN(C)/C=C/C(=O)C(F)(F)F the results were BL2 CD40 inh 9.4.
COc1ccc(CCC(N)=O)cc1OC was read as BL2 CD40 inh 17.0.
For Cc1ccc(CN(C)C(=O)c2cc(S(=O)(=O)N3CCOCC3)ccc2F)o1 the results were BL2 CD40 inh 15.1.
For COc1cccc(C(c2c(NC(=O)c3ccccc3)sc(C)c2C)N2CCN(C)CC2)c1 (stereo not drawn) the results were BL2 CD40 inh 16.0.
`CC(=O)Oc1ccc(Cn2cnc3cc4ccccc4cc32)cc1` gave BL2 CD40 inh -56.0.
Screening Cc1ccccc1NC(=O)Cc1nc(COC(=O)Cc2cccc(C(F)(F)F)c2)cs1 returned BL2 CD40 inh -1.2.
`O=S(NC1CCCCC1)C12CC3CC(CC(C3)C1)C2` (stereo not drawn) gave BL2 CD40 inh 9.7.
Screening C[C@@H]1CN([C@@H](C)CO)C(=O)CCCn2cc(nn2)CO[C@@H]1CN(C)Cc1cccc2c1OCCCO2 returned BL2 CD40 inh -3.6[25 µM].
CCOC(=O)c1sc(C)c2c(=O)n(Cc3ccc(Cl)cc3)cnc12 was read as BL2 CD40 inh 3.0.
`O=C(Nc1ccccc1F)c1ccc(CN2CCN(c3ccccc3)CC2)cc1` gave BL2 CD40 inh -19.2.
For CC(NC(=O)c1ccc([N+](=O)[O-])o1)C1CC2CCC1C2 (stereo not drawn) the results were BL2 CD40 inh 5.7.
O=S(=O)(c1cccc(F)c1)N1CC[C@@H]2[C@@H](CO)Nc3ccc(C#Cc4ccccc4F)cc3[C@@H]21 was read as BL2 CD40 inh 0.7[25 µM].
For O=C(N/N=C/c1ccc(OC(F)F)cc1)C1=COCCO1 the results were BL2 CD40 inh -44.1.
Screening O=C(Cc1ccccc1)Nc1ccc(S(=O)(=O)N2CCOCC2)cc1 returned BL2 CD40 inh -0.7.
CC(N=C1NS(=O)(=O)c2ccccc21)C(=O)N1CCc2ccccc2C1 (stereo not drawn) was read as BL2 CD40 inh -9.6.
For COc1cccc(NC(=O)COC(=O)CCn2c(C)csc2=O)c1 the results were BL2 CD40 inh 0.7.
CNC(=O)Nc1ccc2nc(C)sc2c1 was read as BL2 CD40 inh -12.4.
`O=C(CSc1nnc(-c2cccc(S(=O)(=O)N3CCCC3)c2)n1-c1ccccc1)Nc1ccc(C(=O)O)cc1` gave BL2 CD40 inh 13.2.
For Cc1cc(C(C)(C)C)cc(C)c1CCNC(=O)c1c(C)noc1C the results were BL2 CD40 inh 3.6.
`NC(=O)c1ccc(NC(=O)COC(=O)c2ccc3ccccc3n2)cc1` gave BL2 CD40 inh -6.9.
For N#Cc1cc2c(nc1SCc1ccccc1)CCC2 the results were BL2 CD40 inh -3.0.
For COc1ccc(C(C)=O)cc1COc1ccccc1[N+](=O)[O-] the results were BL2 CD40 inh 1.5.
Cc1noc(C)c1NC(=O)Nc1ccc2c(c1)C(=O)N(C)[C@@H]1CC[C@H](CC(=O)N[C@H]3CCN(Cc4ccccc4)C3)O[C@@H]1CO2 was read as BL2 CD40 inh -7.7[25 µM].
COc1ccc2c(c1)CCc1c(C(=O)N3CC4(C)CC3CC(C)(C)C4)noc1-2 (stereo not drawn) was read as BL2 CD40 inh 20.6&29.0.
CCN(CC)S(=O)(=O)c1cc(C(=O)Nc2cc(S(=O)(=O)N3CCOCC3)ccc2N2CCCC2)ccc1F was read as BL2 CD40 inh 9.8.
For O=C(COC(=O)CCCN1C(=O)c2cccc3cccc(c23)C1=O)NC1CCS(=O)(=O)C1 (stereo not drawn) the results were BL2 CD40 inh -9.7.
Screening CCc1cc2c(=O)c(-c3ccc4c(c3)OCCO4)coc2c(CN2CCCCC2C)c1O (stereo not drawn) returned BL2 CD40 inh 32.4*.
`Cc1nnc(NC(=O)c2ccc(-c3ccc(Cl)cc3)o2)s1` gave BL2 CD40 inh 2.0.
For O=C(Cc1ccc(S(=O)(=O)N2CCCC2)s1)NC1CCCCCC1 the results were BL2 CD40 inh -8.8.
Sc1nnc(-c2ccc(Cl)cc2)n1Cc1ccccc1 was read as BL2 CD40 inh 9.0.
`CCN(C(=O)COC(=O)c1cc(OC)ccc1Br)C1CCS(=O)(=O)C1` (stereo not drawn) gave BL2 CD40 inh 5.3.
For N#C[C@H]1[C@H](c2ccccc2C2=CCCCC2)[C@@H](CO)N1S(=O)(=O)c1cccc(F)c1 the results were BL2 CD40 inh 21.7.
Screening O=C(Nc1ccc(-c2cscn2)cc1)C1CCCN(Cc2ccccc2)C1 (stereo not drawn) returned BL2 CD40 inh -5.2.
Screening CCCCCCn1c(Br)nc2c1c(=O)n(C)c(=O)n2C returned BL2 CD40 inh 8.4.
For O=c1cc(-c2ccco2)oc2ccccc12 the results were BL2 CD40 inh 0.3.
Screening CCC(C)NS(=O)(=O)c1cccs1 (stereo not drawn) returned BL2 CD40 inh 8.0.
For Cc1ccc(NC2CCCN(C(=O)CCC3(C)CC3)C2)cc1C (stereo not drawn) the results were BL2 CD40 inh -15.6.
`Cc1ccc(S(=O)(=O)N2C[C@@H]3N[C@H](C2)C3c2ccc(-c3cccc(C#N)c3)cc2)cc1` (stereo partly drawn) gave BL2 CD40 inh 21.4&8.2[25 µM].
`Cc1ccccc1-c1ccc([C@@H]2[C@@H](CO)N3C(=O)CN(C(=O)c4ccncc4)C[C@@H]23)cc1` gave BL2 CD40 inh -9.8[25 µM].
Screening COc1ccc(C(=O)N2CCCCC2C(=O)Nc2ccc(-n3nc(C)cc3C)cc2)o1 (stereo not drawn) returned BL2 CD40 inh 1.5.
O=C(C1CCN(S(=O)(=O)c2cccs2)CC1)N1CCCCCC1 was read as BL2 CD40 inh -10.8.
CCC(CC)NC(=O)COC(=O)c1cc(Br)ccc1Cl was read as BL2 CD40 inh 5.0.
For COc1ccccc1NS(=O)(=O)c1ccc(C(=O)NCC(c2ccc(F)cc2)N2CCOCC2)cc1 (stereo not drawn) the results were BL2 CD40 inh 3.5.
For O=S(=O)(NC[C@@H]1[C@H](c2ccccc2)[C@H](CO)N1CC1CC1)c1ccccc1 the results were BL2 CD40 inh -5.4[25 µM].
For CN(C)CC(O)COC(c1ccc(Cl)cc1)c1ccc(Cl)cc1 (stereo not drawn) the results were BL2 CD40 inh 0.2.
C[C@H]1CN([C@@H](C)CO)C(=O)CCCn2cc(nn2)CO[C@@H]1CN(C)Cc1ccc(O)cc1 was read as BL2 CD40 inh -0.7.
Screening O=C(COc1ccccc1)N=C1SC2CS(=O)(=O)CC2N1c1ccccc1 (stereo not drawn) returned BL2 CD40 inh 8.4.
For CCC(=O)N1[C@H](CNC(C)=O)[C@@H](c2ccc(-c3cccc(F)c3)cc2)[C@@H]1CO the results were BL2 CD40 inh -27.4.
Screening CCOC(=O)c1ccc2[nH]cc(C(C)=O)c(=O)c2c1 returned BL2 CD40 inh 5.0.
CNC(=O)c1sc(Nc2ccc(OCc3ccccc3)cc2)nc1C was read as BL2 CD40 inh -3.4.
For O=C(Nc1cc(F)ccc1F)N1C[C@H]2[C@@H](c3ccccc31)[C@@H](CO)N2C(=O)c1ccccc1 the results were BL2 CD40 inh -4.4[25 µM].
`CC=Cc1ccc2n(c1=O)C[C@@H]1[C@@H](CO)[C@H](C(=O)N3CCc4ccccc4C3)[C@H]2N1Cc1cocn1` (mixture of isomers) gave BL2 CD40 inh 1.6[25 µM].
CCc1ccccc1NC(=O)C1=CN2CCS(=O)(=O)N=C2C=C1 was read as BL2 CD40 inh 9.4.
N#Cc1ccc(-c2ccc(C3[C@@H]4CN(C(=O)C5CCCCC5)C[C@H]3N4)cc2)cc1 (stereo partly drawn) was read as BL2 CD40 inh 8.7&1.5[25 µM].
Screening COc1cccc(-c2ccc3c(c2)[C@H]2[C@H](CCN2S(=O)(=O)C2=NC(C)C=N2)[C@H](CO)N3C)c1 (stereo partly drawn) returned BL2 CD40 inh -11.2[25 µM].
COc1ccc(S(=O)(=O)CCc2nc3ccccc3s2)cc1 was read as BL2 CD40 inh 13.8.
Screening O=C(CN1C(=O)NC2(CCCCCC2)C1=O)c1cccs1 returned BL2 CD40 inh -9.4.
Screening Cc1ccccc1S(=O)(=O)N1[C@H](CO)[C@@H](c2ccc(C#CC3CC3)cc2)[C@@H]1C#N returned BL2 CD40 inh -1.6[25 µM].
For CCOC(=O)Cn1ccc2cc(S(=O)(=O)N3CCCC3)ccc21 the results were BL2 CD40 inh 3.7.
Screening O=C(CN1C(=O)CSc2ncccc21)Nc1ccccc1F returned BL2 CD40 inh -1.7.
